D3 antag – D3 dopamine receptor (human) antagonism | D3R cells, DiscoveRx beta-arrestin luminescence, antagonist mode; stronger effect = lower value | P35462 | max response, negative = inhibition, % | actives 2.5% (n = 360,000); in the data active = max response below about -50%; inconclusive = no clear call, values can overlap the other calls; note: % is set by controls: 0 for no effect and ±100 for the full control effect; mostly tested at two doses, the higher about 12 µM
Target sequence (P35462 whole entry, looked up): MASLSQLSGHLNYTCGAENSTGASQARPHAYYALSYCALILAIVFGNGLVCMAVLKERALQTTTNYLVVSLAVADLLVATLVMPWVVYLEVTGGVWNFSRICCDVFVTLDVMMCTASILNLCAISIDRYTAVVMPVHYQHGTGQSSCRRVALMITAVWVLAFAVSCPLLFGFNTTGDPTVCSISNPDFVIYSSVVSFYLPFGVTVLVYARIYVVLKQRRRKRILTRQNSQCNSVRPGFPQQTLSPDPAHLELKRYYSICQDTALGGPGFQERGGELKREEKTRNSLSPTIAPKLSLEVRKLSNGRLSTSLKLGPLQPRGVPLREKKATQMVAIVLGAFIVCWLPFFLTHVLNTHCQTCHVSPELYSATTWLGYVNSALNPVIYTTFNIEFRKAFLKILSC
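Cells plated overnight at 1500 cells/well, then exposed to library compounds with dopamine controls for 90 minutes at 37 degrees C. DiscoveRx reagent added for 30–60 minutes at room temperature; luminescence read, quantitative HTS format.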
D3 ag – agonists of human D3 dopamine receptor. P35462. D3R DiscoveRx beta-arrestin cells, luminescence, 90 min. max activation, %. actives 0.58% (n = 410,000); in the data active = max activation above about 30%; note: 0% is about no effect; mostly tested at two doses, the higher about 12 µM
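Agonist mode: compounds and dopamine controls were applied to plated cells for 90 min at 37 degrees C after an overnight attachment at 1500 cells/well. Luminescent read-out followed 30 - 60 minutes at room temperature with DiscoveRx detection reagent.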
PTHR1 ag – agonists of human PTHR1 parathyroid hormone receptor; Q03431; HEK293 GP2 PTHR1 cells, GloSensor cAMP luminescence, 1 h; Potency, µM (doses to about 115 µM), inactives show top-dose activation, usual class: activators; actives 0.075% (n = 410,000); note: potency is the fitted concentration of half-maximal effect; nearly all actives have a fitted effect of over 55% in size; some results filed as inactive show a strong effect at the top dose; inactives centre near -15; many of its hits are not listed in these tables
Target sequence (Q03431 whole entry, looked up): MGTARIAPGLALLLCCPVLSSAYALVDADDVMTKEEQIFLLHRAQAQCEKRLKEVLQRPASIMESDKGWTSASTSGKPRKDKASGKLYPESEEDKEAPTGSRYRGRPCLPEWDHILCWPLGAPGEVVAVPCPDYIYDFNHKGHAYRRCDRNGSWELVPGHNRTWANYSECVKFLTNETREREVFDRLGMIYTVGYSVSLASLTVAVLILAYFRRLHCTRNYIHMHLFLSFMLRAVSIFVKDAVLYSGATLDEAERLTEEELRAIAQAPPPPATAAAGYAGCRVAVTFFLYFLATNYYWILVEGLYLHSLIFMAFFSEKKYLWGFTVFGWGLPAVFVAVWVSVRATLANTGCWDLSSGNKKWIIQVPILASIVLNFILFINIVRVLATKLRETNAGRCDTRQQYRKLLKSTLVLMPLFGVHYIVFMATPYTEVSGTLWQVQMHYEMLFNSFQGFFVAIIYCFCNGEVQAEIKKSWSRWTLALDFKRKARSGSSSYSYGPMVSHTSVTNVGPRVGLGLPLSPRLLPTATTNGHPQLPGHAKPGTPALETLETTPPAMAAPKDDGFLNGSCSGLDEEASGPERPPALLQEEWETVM
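HEK-293-derived GP2 cells expressing PTHR1 and a GloSensor cAMP reporter, 3,000/well, plated overnight, given luciferin plus IBMX (each 0.5 mM as added) for 1 h at 37 °C, then compound for 1 h at 37 °C. Luminescence was read after 15 min at room temperature.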
EPAC2 ag – activates human EPAC2 exchange factor | Potency, µM (highest dose often 154 µM), inactives show at the top dose activation, hits mostly activators | EPAC2 activation, biochemical qHTS; response scale: 100% = 6.5 mM cAMP response | Q8WZA2 | actives 0.079% (n = 360,000); note: potency is the fitted concentration of half-maximal effect; nearly all actives have a fitted effect of over 50% in size
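Nucleotide exchange monitored as fluorescence drop when BODIPY-GDP leaves Rap1B. Reaction: 100 nM EPAC2, 250 nM RAP1B-BODIPY-GDP, 50 uM GDP, room temperature, kinetic read over 30 min. Activity expressed relative to 6.5 mM cAMP.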
MmCpn inh – M. maripaludis TRiC chaperonin inhibition. purified Mm-Cpn ATPase, ADP Transcreener TR-FRET. Potency, µM (series often up to 76.9 µM), inactives show at the top dose activity, negative = inhibition, usual class: inhibitors. actives 0.031% (n = 330,000); note: potency is the fitted concentration of half-maximal effect; % is set by controls: 0 for no effect and ±100 for the full control effect; nearly all actives have a fitted effect of over 80% in size
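Purified archaeal Mm-CPN (25nM final) preincubated 10 min at 37degC with compound, then 10uM ATP for 30 min at 37degC; ADP measured by HTRF Transcreener TR-FRET; buffer 30 mM TRIS pH 7.4, 100mM KCl, 5mM MgCl2, 1mM DTT.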
CCT modulator – changes cytosolic chaperonin activity; purified chaperonin ATPase assay, HTRF ADP detection, 30 min; activity change, % (test concentration not listed), hits read low; actives 0.3% (n = 360,000); AID 651819; in the data active = activity change below about -30%; note: % is set by controls: 0 for no effect and ±100 for the full control effect
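TRiC (40 or 20 nM final, by batch activity) in 30 mM Tris pH 7.4, 100 mM KCl, 5 mM MgCl2, 1 mM DTT was treated with compound at 76 uM single dose, then 10 uM ATP, 30 min at 37 °C. ADP was read by HTRF Transcreener.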
EPAC2 antagonist – EPAC2 (human) antagonism | Q8WZA2 | EPAC2 GEF exchange of Rap1B-BODIPY-GDP, fluorescence | Potency, µM (series often up to 114 µM), without a hit: at the highest dose activity, negative = inhibition, usual class: inhibitors | actives 0.18% (n = 360,000) | AID 720708; note: potency is the fitted concentration of half-maximal effect; % is set by controls: 0 for no effect and ±100 for the full control effect; nearly all actives have a fitted effect of over 45% in size; many of its hits are not listed in these tables
pAkt inh – blocks phosphorylation of Akt; activity change, % for hits at 50 µM; Neuro2A IGF-stimulated pAkt S473 HTRF, 20 min; stronger effect = lower value; AID 651550; actives 0.32% (n = 360,000); in the data active = activity change below about -80%; inconclusive = mostly about -51% to -80%; note: % is set by controls: 0 for no effect and ±100 for the full control effect
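Single-point screen (50 µM final compound) in Neuro2A cells stimulated 20 min with 6 nM IGF at 37 deg C. After lysis, Ser473-phosphorylated Akt read by HTRF (ex 330 nm, em 615/665 nm) as the 665/615 ratio.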
An asterisk follows results filed as active; i = inactive; ? = inconclusive; · = no result given; & = joins results of further samples; [ ] = another dose, or the depositor's remark. Unless noted, calls come from the whole dose curve; as a rule, active = well fitted curve in the direction sought with a large enough effect; inconclusive = small, poorly fitted or top-dose-only effect, or another doubt; inactive = no such curve, though single readings can be large; an effect the other way counts as inactive or inconclusive.

SMILES | D3 antag | D3 ag | PTHR1 ag | EPAC2 ag | MmCpn inh | CCT modulator | EPAC2 antagonist | pAkt inh
CN1CCN(CCC(=O)N/N=C/c2cc([N+](=O)[O-])ccc2O)CC1 | -79* | -24 | -15% | -2% | 0% | 0.3 | -1% | i
Cc1ccc(CNC(=O)COc2cc(O)c3c(c2)OC(C)(C)CC3=O)cc1 | -5 | -6 | -74%[inhibitor] | 3% | 1% | -1.0 | 10% | i
COC(=O)c1sc(NC(=O)c2cccc([N+](=O)[O-])c2)c(C(N)=O)c1C | 5 | 4 | -3% | -3% | 1% | 0.8 | 2% | i
Cc1ccccc1NC(=O)c1cc(S(=O)(=O)c2ccccc2)ccc1Cl | -52* | -8 | i | 12% | 1% | -1.2 | -6% | i
O=[N+]([O-])c1ccc(S(=O)(=O)NCC(c2ccc3c(c2)OCO3)N2CCOCC2)cc1 (centres undefined) | 8 | 2 | i | -2% | · | -0.8 | 2% | i
Cc1nnc(NC(=O)C2CC(=O)N(C(C)c3ccccc3)C2)s1 (centres undefined) | -1 | 4 | i | 7% | 1% | -3.9 | 3% | i
COC(=O)Cc1c(C(=O)OC)nnn1-c1ccc(OC(F)(F)F)cc1 | -1 | -7 | -1% | -8% | 2% | -21 | 2% | i
O=C(Nc1ncc(Cc2cccc(Cl)c2)s1)C1=NCCN1 | -10 | -3 | -14%[57.5 µM] | 6% | -2% | 1.9 | 2% | i
O=[N+]([O-])c1ccc2c(c1)Cc1cc(F)ccc1-2 | 2 | -11 | i | 8% | · | -2.0 | 5% | i
c1ccc(CSc2ncccn2)cc1 | -11 | -3 | i | 11% | 0% | 1.2 | 8% | ·
CCOc1ccc(CN2CCN(S(=O)(=O)c3ccc(NC(C)=O)cc3)CC2)cc1OC | 13 | -1 | 5%[57.5 µM] | 9% | 0% | -11 | -3% | i
C=CCOC(=O)C1=C(C)NC(SCC)=C(C#N)C1c1ccc(Cl)cc1 (centres undefined) | -27 | 4 | -36%[inhibitor] | -1% | 0% | -6.6 | -8% | i
COc1cccc(-c2ccc(-c3noc(-c4ccccc4F)n3)c(OC)n2)c1 | 24 | 7 | -11%[57.5 µM] | 1% | -1% | -0.5 | 14% | i
O=c1c2ccccc2n2c(-c3ccc(C(F)(F)F)cc3)nnc2n1Cc1ccccc1 | 31 | -3 | -22% | -10% | 0% | -0.6 | 0% | i
Cc1ccc(-c2nc3sc4c(c3c(=O)n2N)CC(C)(C)OC4)cc1 | 9 | 3 | -18%[57.5 µM] | -3% | -2% | -1.2 | 2% | i
Cc1nc(SCC(=O)Nc2nc3ccccc3s2)c(C#N)c(C)c1C | -2 | 21 | -31%[inhibitor] | 7% | -5% | -2.3 | 2% | i
CCc1ccc(OCc2ccc(C(=O)O)o2)cc1 | -2 | -8 | -92%[inhibitor] | 14% | 2% | 1.3 | 5% | i
O=C(CSc1nc2c(c(C(F)(F)F)n1)CCc1ccccc1-2)NCc1ccco1 | -12 | -1 | 14%[57.5 µM] | -3% | -7% | 0.3 | 0% | ·
Cc1nc(NC(=O)c2cc3c(C)nn(-c4ccccc4)c3s2)sc1C(=O)Nc1ccccc1 | 32 | 7 | i | 0% | -5% | -3.3 | -3% | i
O=C(COc1ccc(F)cc1Br)N1CCc2ccccc21 | -17 | -5 | -9%[57.5 µM] | 1% | -9% | -0.7 | 6% | i

Profiles, looked up by structure. Values in the order: D3 antag, D3 ag, PTHR1 ag, EPAC2 ag, MmCpn inh, CCT modulator, EPAC2 antagonist, pAkt inh
`CN1CCN(CCC(=O)N/N=C/c2cc([N+](=O)[O-])ccc2O)CC1` is listed as -79*, -24, -15%, -2%, 0%, 0.3, -1%, i
`O=[N+]([O-])c1ccc(S(=O)(=O)NCC(c2ccc3c(c2)OCO3)N2CCOCC2)cc1` (centres undefined) is listed as 8, 2, i, -2%, ·, -0.8, 2%, i
`Cc1ccccc1NC(=O)c1cc(S(=O)(=O)c2ccccc2)ccc1Cl` is listed as -52*, -8, i, 12%, 1%, -1.2, -6%, i
`Cc1nc(SCC(=O)Nc2nc3ccccc3s2)c(C#N)c(C)c1C` is listed as -2, 21, -31%[inhibitor], 7%, -5%, -2.3, 2%, i

(cont.)
SMILES | D3 antag | D3 ag | PTHR1 ag | EPAC2 ag | MmCpn inh | CCT modulator | EPAC2 antagonist | pAkt inh
CCOC(=O)Cc1csc(NC(=O)CSc2nccn2C)n1 | 5 | -10 | 6% | 4% | 0% | 1.9 | -4% | i
CCc1ccc(NC(=O)CSc2nnc(-c3cnccn3)n2Cc2ccco2)cc1 | 14 | 0 | -11%[57.5 µM] | -17% | -4% | -6.1 | 2% | i
CN(C)CCCNC(=O)CCc1nc2ccccc2c(=O)[nH]1 | 3 | 3 | i | 4% | 1% | -2.3 | -2% | i
COc1ccc(S(=O)(=O)c2nnn(-c3cccc(Cl)c3)c2N)cc1 | 1 | -3&-7 | -9% | 23% | 3% | -0.2 | 5% | i
C=C(C)CN(CC)C(=O)CC1C(=O)NCCN1Cc1c(F)cccc1Cl (centres undefined) | 0 | 0 | i | -2% | 0% | 0.3 | -1%[57.1 µM] | i
CC1CCN(S(=O)(=O)c2ccc(Oc3ccc([N+](=O)[O-])cc3)cc2)CC1 | -81* | -19 | -20% | 4% | 0% | -0.5 | -1% | -81%*
CCOC(=O)C1(CCc2ccccc2)CCN(C(=O)c2cccc(C)n2)CC1 | 25 | 2 | i | 3% | 1% | -0.3 | -17% | i
O=C(N/N=C/c1cccnc1)c1ccc([N+](=O)[O-])cc1 | -9 | -2 | -1%[57.5 µM] | 3% | 0% | -0.2 | 14% | i
Cc1ccc(C(=O)COC(=O)CNC(=O)c2cccs2)cc1 | 19 | -1 | i | 3% | · | -2.6 | 5% | i
Cc1ccc2c(c1)c1c(n2CC(O)Cn2c(C)nc3ccccc32)C(=O)CCC1 (centres undefined) | 4 | 2 | -16% | -6% | -3% | -2.0 | -3% | i
CCOc1ccc(S(=O)(=O)N2CCN(c3ccccn3)CC2)cc1 | 0 | -1 | -22% | 5% | 2% | -1.1 | -9% | i
CC1=C(C(=O)OCC(C)C)[C@]23C(=O)c4ccccc4[C@@]2(O1)OC(N)=C3C#N | 12 | 0 | i | 10% | -1% | -1.4 | -3% | i
CCN(CC)C(=O)N1CCN(C(=O)N(CC)CC)CC1 | 31 | 5 | i | -6% | 1% | 0.1 | 4% | i
Cc1ccc(S(=O)(=O)Nc2cc(C(=O)NCCN(C)C)ccc2N2CCCC2)cc1 | -29 | -3 | -14% | 3% | 0% | 1.0 | 1% | i
O=C(O)CCCCc1nc2ccccc2s1 | 7 | 19 | ? | 9% | -1% | 1.4 | -7% | i
O=C(CC[C@H]1O[C@@H](n2cnc3c(NC(=O)c4ccccc4)ncnc32)[C@H](O)[C@@H]1O)NCC1CCCCC1 | 13 | 6 | -11% | -3% | · | 0.8 | 9% | i
O=C1COc2ccc(C(=O)COC(=O)Cn3cnc4ccccc43)cc2N1 | -27 | -3 | i | -3% | 0% | -1.1 | -10% | i
CCCCOc1ccc(C(=O)N(Cc2ccccc2)C2CCS(=O)(=O)C2)cc1 (centres undefined) | -28 | -5&2 | -13% | -7% | -1% | 0.7 | -6% | i
CC(=O)c1ccc(S(=O)(=O)N(C)CCCC(=O)N2CCN(c3ncccn3)CC2)cc1 | 19 | 1 | -24% | 0% | 3% | -1.3 | -9% | i
O=C(COc1ccc(-c2nnco2)cc1)NC1CCCc2ccccc21 (centres undefined) | 13 | -4 | i | 0% | 1% | -1.2 | -2% | i
O=C(COC(=O)CCc1nc2ccccc2c(=O)[nH]1)NCc1ccc(F)cc1 | -7 | 5 | i | 0% | -1% | -0.8 | 0% | i
O=C(Cc1ccc(S(=O)(=O)N2CCOCC2)s1)Oc1ccc(F)cc1 | 3 | 7 | -3% | -7% | -3% | 0.3 | 11% | i
CCOc1ccc(C(=O)NCC(=O)NNC(=O)C2COc3ccccc3O2)cc1OCC (centres undefined) | 17 | -2 | 0% | -1% | -2% | 1.9 | -2% | i
COC(=O)C1CCN(C(=O)c2cc(-c3ccco3)nc3ccccc23)CC1 | 7 | 2 | -10% | -3% | -6% | 0.2 | -7% | i
COc1ccc(CNC(=O)c2csc(Cc3ccccc3)n2)cc1 | -23 | 2 | -9% | 27% | 3% | -3.6 | -4% | i
CC(C)(C)c1ccc(S(=O)(=O)NCc2ccc(C(=O)N3CCOCC3)cc2)cc1 | 3 | 0 | ? | 1% | -3% | -2.1 | 17% | i
O=C1CCC(C(=O)N2CCCCO2)CN1CCc1ccc(Cl)cc1 (centres undefined) | 21 | -6 | i | -8% | 4% | 0.7 | 9% | i
COC(=O)c1ccc(NC(=O)C(C)N2C(=O)c3ccccc3C2=O)cc1 (centres undefined) | -21 | 0 | -30%[inhibitor] | 9% | 0% | 1.7 | 14% | i
Cn1cc(CCC(=O)NCc2cccc(Cl)c2)c2ccccc21 | ? | -5 | i | 16% | -17% | -1.2 | -17% | i
CCC1CCC(C(=O)NC(C(=O)NCCN2CCOCC2)C(C)C)CC1 (centres undefined) | -6 | -3 | i | -1% | -2% | 1.5 | -3% | i
O=C(CSc1nc(NS(=O)(=O)c2ccccc2)cc(=O)[nH]1)Nc1ccccc1Cl | 9 | 1 | i | -2% | 0% | -0.4 | -2% | i
O=C1NC[C@@H](CCCCN2CCN(CCC3CCCCC3)C(=O)C2=O)N(Cc2ccccc2)C1=O | 0 | -12 | 28% | 6% | · | 1.6 | 2% | i
Cc1cc(C)n(CC(O)COc2c(C)cccc2C)n1 (centres undefined) | 7 | 0 | i | 1% | -4% | -2.1 | -1% | i
O=C(CSc1ncc(-c2ccccc2)[nH]1)Nc1ccccc1 | -6 | -5&7 | i | -11% | 1% | -5.9 | -3% | i
CN(C(=O)COc1ncnc2c1cnn2-c1ccccc1)C1CCCCC1 | 14 | 1 | -42%[inhibitor] | 1% | -6% | -8.4 | 0% | i
CC/C(=N\NC(=O)CCC(=O)NCc1ccccc1)c1ccc(O)cc1 | -13 | -9 | ? | 8% | 3% | -2.5 | 0% | i
N=c1ccn(Cc2cccc(Cl)c2)cc1 | ? | -2 | -14% | 10% | 1% | -0.1 | 1% | i

Source: PubChem

Not all compounds are listed. The share of hits here may be higher or lower than overall.
